# HIV peptide binding = inhibitors of HIV fusion peptide binding, primary screen, biochemical, uHTS, fluorescence dequenching (AID 1986). cell-free peptide binding, fluorescence dequenching, 30 min; higher % means a stronger effect. inhibition, % at 20 µM, or IC50 in µM where a hit was titrated. 290,000 compounds, 0.3% hits; in the data active = inhibition mostly above about 52%, no sharp cut-off; inactive = mostly below about 76%; also: some results filed as inactive read as strong as hits
# Salmonella PhoP GFP = inhibitors of PhoP regulon expression, primary screen, Salmonella Typhimurium, GFP reporter (AID 1863). 300,000 compounds, 0.16% hits. S. Typhimurium PhoP-regulated promoter GFP reporter, 4 h; higher % means a stronger effect. one-dose inhibition, % at 50 µM; IC50 in µM for titrated hits;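 active = inhibition over 29.93%, a cutoff 3 SD above the screen mean, later confirmed by dose response; inconclusive = inhibition over 29.93% but no dose response follow-up; inactive = inhibition at most 29.93% or unconfirmed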;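 also: 0% = low Mg2+ inducing control and 100% = high Mg2+ repressing control; strong numbers were not always called active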
# GPR55 antagonists = GPR55 antagonists blocking LPI-driven arrestin recruitment, primary screen, imaging, U2OS, beta-arrestin-GFP, LPI agonist (AID 2013). U2OS GPR55 beta-arrestin-GFP translocation imaging, LPI antagonism; higher % means a stronger effect. 290,000 compounds, 0.13% hits. inhibition, % at 10 µM, or IC50 in µM where a hit was titrated;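 active = spots per cell inhibited over 60%, with over 100 cells counted and total cytoplasm intensity under 500,000; inconclusive = wells with under 100 cells, flagged as likely toxic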;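 also: U2OS cells stably carrying GPR55 and arrestin-GFP stimulated by 5 µM LPI near EC80; imaged beta-arrestin-GFP aggregate spots per cell after agonist stimulation; plate controls were LPI-stimulated DMSO wells for no effect and DMSO wells without LPI for full effect; some results filed as inactive read as strong as hits; confirmed hits need IC50 under 10 µM and bright autofluorescent wells are also inconclusive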
# RSV antiviral HEp-2 = inhibition of RSV-induced cytopathic effect – HEp-2 cells, primary 10 µM value included (AID 2391); HEp-2 cells, RSV-induced CPE inhibition; higher % means a stronger effect; CPE inhibition, % at 10 µM, or IC50 in µM where a hit was titrated; 310,000 compounds, 0.13% hits; in the data active = a potency from the dose series; inconclusive = CPE inhibition mostly from about 23% at the one dose, without a potency; inactive = the rest, 99 in 100 with CPE inhibition below about 21%; also: strong numbers were not always called active
# K1F lysis inhibition = protection from phage-mediated lysis, alamar blue read-out – E. coli UTI89, K1F phage, bacterial capsule biogenesis inhibitors (AID 488966) | E. coli UTI89 K1F phage lysis, alamar blue, 2 h; higher % means a stronger effect | inhibition, % at 100 µM; hits with a dose series show IC50 in µM | 340,000 compounds, 0.02% hits;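 active = phage lysis inhibition, versus mean bacterial control, above a set limit; inconclusive = no clear call, values can overlap the other calls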;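 also: capsule biogenesis inhibitors block K1F phage lysis so surviving cells raise fluorescence; higher fluorescence means more inhibition of phage lysis; actives were called in the ten point dose series up to 300 µM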
# Dengue-2 NS5 capping = Dengue-2 NS5 methyltransferase inhibitors, primary screen, biochemical, confirmation dose response (AID 588689); Dengue-2 NS5 methyltransferase capping enzyme assay, biochemical; higher % means a stronger effect; one-dose inhibition, % at 25 µM; IC50 in µM for titrated hits; 340,000 compounds, 0.3% hits; in the data active = a potency from the dose series; inconclusive = inhibition above about 29% without an active follow-up result
# SV40 large T antigen = TAg ATPase/helicase activity blockers – biochemical (AID 1903). SV40 large T antigen ATPase/helicase inhibition assay; higher % means a stronger effect. inhibition, % at 20 µM, or IC50 in µM where a hit was titrated. 310,000 compounds, 0.39% hits; in the data active = a potency from the dose series; inconclusive = inhibition mostly from about 32% at the one dose, without a potency; inactive = the rest, 99 in 100 with inhibition below about 32%; also: strong numbers were not always called active
# GPR35 antagonists = inhibition of zaprinast-stimulated GPR35 beta-arrestin translocation – imaging, U2OS, beta-arrestin-GFP, zaprinast agonist, primary screen (AID 2058); U2OS GPR35 beta-arrestin-GFP translocation imaging, zaprinast antagonism; higher % means a stronger effect; inhibition, % at 10 µM, or IC50 in µM where a hit was titrated; 290,000 compounds, 0.052% hits;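 active = inhibition of at least 50% with at least 30 cells and total cytoplasm GFP at most 10,000,000; inconclusive = under 30 cells or total GFP of 10,000,000 plus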
# Rac1 GTP hydrolysis = MgcRacGAP GTPase-activating activity inhibitors, confirmation, biochemical, ADP Hunter fluorescence. MgcRacGAP-stimulated Rac1 GTP hydrolysis, ADP Hunter fluorescence; higher % means a stronger effect; GST-tagged Rac1 F28L mutant substrate. inhibition, % at 30 µM, or IC50 in µM where a hit was titrated. 340,000 compounds, 0.6% hits;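 active = first-screen hits whose inhibition reached a set limit at any dose in the follow-up dose series; inconclusive = inhibition above the set first-screen limit but never retested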;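 also: fluorescence reports GDP produced by GAP-driven GTP hydrolysis; strong numbers were not always called active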
# Dengue-2 NS5 capping pilot replicate = recorded beside Dengue-2 NS5 capping, whose call it bears; inhibition, %; measured here: pilot screen replicate inhibition
# An asterisk follows results filed as active; ? = inconclusive; . = not tested or not shown; [ ] = dose if it differs, or a comment.
SMILES,HIV peptide binding,Salmonella PhoP GFP,GPR55 antagonists,RSV antiviral HEp-2,K1F lysis inhibition,Dengue-2 NS5 capping,SV40 large T antigen,GPR35 antagonists,Rac1 GTP hydrolysis,others
CCOC(=O)N1CCN(S(=O)(=O)c2ccc([N+](=O)[O-])cc2)CC1,0.7%,-5%,7%,0.2%,-0.2%,0%,-20%,4%,-3%,
CCOC(=O)C1(N(CC)CC)Sc2cc(C)ccc2NC1=O (centres undefined),-5.1%,-3%,-5%,0.7%,0.7%,-9%,3%,4%,2%,
CCOc1ccc(NC(=O)C2CCN(S(=O)(=O)c3ccc4c(c3)N(C(C)=O)CCO4)CC2)cc1,0.9%,7%,2%,4.6%,0.2%,-12%,13%,-17%,12%,
C[C@H](NC(=O)[C@H](Cc1ccccc1)n1c(=O)[nH]c2ccccc2c1=O)C(=O)N1CCC(C(=O)O)CC1,1.5%,0%,8%,2.0%,7.1%,-6%,11%,3%,0%,
CCn1c(CNc2nc(-c3ccccc3)cs2)nnc1SCC(=O)NCc1ccccc1,-1.0%,-3%,-16%,1.8%,-0.1%,-10%,13%,-19%,8%,
CSc1ncccc1C(=O)NCC(c1cccs1)N1CCOCC1 (centres undefined),.,-6%,.,-1.9%,2.2%[50 µM],3%,10%,.,-6%,
O=C1C(=O)N(CCCn2ccnc2)C(c2ccc(Br)cc2)/C1=C(\O)c1ccc2c(c1)OCCO2 (centres undefined),0.8%,-4%,-1%,1.5%,1.4%[50 µM],16%,10%,-9%,2%,
COCCN(Cc1ccccc1)C(=O)c1ccc2c(=O)n3c(nc2c1)CCC3,.,-8%,.,-0.5%,3.2%[50 µM],1%,8%,.,5%,
CN(C)C(=O)N1CCC(C(=O)N2CCCC(C(=O)c3cccc4ccccc34)C2)CC1 (centres undefined),-0.7%,9%,-7%,5.3%,0.1%,-3%,-1%,13%,5%,
Cc1cc(C(=O)NC(C)c2ccc3c(c2)OCO3)cs1 (centres undefined),0.6%,-5%,-2%,.,6.4%,-6%,-1%,5%,8%,
CC12CC3CC(C)(C1)CC(CN)(C3)C2,-1.8%,-2%,16%,.,>300µM*,5%,-1%,7%,9%,
CC1CCCN(C2(O)C(=O)Nc3c(C(F)(F)F)cccc32)C1 (centres undefined),-1.4%,-3%,-2%,0.5%,0.9%,-5%,9%,-20%,1%,
CCC(=O)c1ccc(N2CCN(C(=O)c3ccccc3)CC2)c(F)c1,0.9%,.,9%,2.8%,0.1%,-3%,.,9%,-1%,
O=C(OCC(=O)N(CCc1ccccc1)Cc1ccccc1)c1ccccc1NCCO,-1.4%,-6%,10%,3.2%,2.4%[50 µM],-2%,4%,-16%,6%,
O=C(O)c1c2c(nc3ccc(S(=O)(=O)N4CCC(C(=O)NCc5ccccc5Cl)CC4)cc13)CCCC2,7.0%,-8%,2%,0.4%,0.1%,0%,1%,-3%,17%,
CSc1nc2c(c(=O)[nH]c(=O)n2C)n1Cc1ccccc1,2.5%,1%,-2%,1.5%,0.2%,-8%,24%,-14%,2%,
CCCCOc1ccc(C2/C(=C(\O)c3ccc4c(c3)OCCO4)C(=O)C(=O)N2CCCN2CCOCC2)cc1 (centres undefined),-2.2%,-5%,-4%,8.0%,1.5%[50 µM],1%,12%,0%,6%,
N#CC(=C1CCCC1)c1nc(-c2ccccc2)cs1,2.3%,-4%,18%,1.9%,0.3%,-3%,9%,2%,13%,
CCOC(=O)CN1C(=O)N[C@@H](c2cccs2)C(C(C)=O)=C1C,.,10%,.,3.5%,0.1%,-4%,11%,.,6%,
O=C(c1cccnc1)N1CCN(Cc2ccccc2Br)CC1,4.1%,-2%,10%,3.1%,9.7%,3%,5%,-3%,22%,
O=C(Nc1nc2ccccc2s1)C1c2ccccc2Oc2ccccc21,-1.1%,12%,35%,?,-0.4%[50 µM],-3%,7%,-9%,1%,
Cc1cc(C(=O)CSc2nc3ccccc3c(=O)n2C)c(C)n1Cc1ccc2c(c1)OCO2,-1.1%,3%,.,5.7%,0.7%,-5%,7%,8%,3%,
COc1ccc(C(=O)NC(=S)NNC(=O)c2cccnc2)cc1,3.8%,-7%,7%,11%,-0.5%,-4%,20%,-3%,5%,
O=C(CSc1ccccc1)Nc1cccnc1,1.4%,1%,13%,0.3%,-1.4%,-2%,7%,-4%,0%,
O=C1C=C(Nc2ccc(Cl)cc2)CC(c2ccco2)C1 (centres undefined),33%,6%,2%,1.6%,0.1%,-1%,24%,8%,6%,
CSCC[C@H](NC(=O)Nc1ccc(C)cc1C)C(=O)O,0.0%,-1%,12%,1.1%,0.3%,-9%,-1%,15%,11%,
Cc1c(-c2ccccc2)nc(N)c(C#N)c1-c1ccco1,11%,-1%,5%,1.0%,-1.4%,?,9%,15%,8%,
CCOc1ccc(CCNC(=O)C2CCCN(C(=O)N(C)C)C2)cc1OCC (centres undefined),-0.9%,-8%,-7%,0.1%,-0.2%,-4%,6%,2%,3%,
c1ccc(Cn2nnnc2-c2ccco2)cc1,1.2%,-2%,-3%,-0.2%,0.4%,-9%,7%,32%,-4%,Dengue-2 NS5 capping pilot replicate=-5.8
COc1cc(OC)c2cc[nH]c2c1,2.3%,-3%,-25%,0.4%,-1.4%,1%,33%,8%,108µM*,
CSc1nc2cc(C)nn2c(-c2ccccc2)c1C#N,-1.1%,-3%,-9%,2.4%,0.5%,5%,8%,14%,13%,
COc1ccccc1CNS(=O)(=O)c1ccc2[nH]cc(C(=O)O)c(=O)c2c1,25%,0%,13%,0.8%,0.1%,8%,18%,-2%,10%,
COc1ccc(CN2CCCC(C(=O)Nc3cccc(-n4cccn4)c3)C2)cc1 (centres undefined),2.5%,-7%,16%,-0.3%,0.4%,-9%,16%,8%,9%,
COc1ccc(CCNc2ncnc3nc[nH]c23)cc1OC,-2.4%,7%,-10%,0.7%,-2.2%,-6%,2%,8%,8%,
CCCCCCCc1c(O)nc(SCCN2CCOCC2)[nH]c1=O,0.4%,-4%,-7%,1.2%,0.1%,3%,4%,8%,5%,
CC1CCN(c2ccc3nnc(CCC(=O)N4CCN(c5ccc(F)cc5)CC4)n3n2)CC1,-1.2%,-4%,14%,11%,0.1%,-5%,13%,-6%,12%,
N/C(=N\O)c1cn(Cc2ccccc2Cl)c2ccccc12,-1.7%,4%,-9%,15%,0.1%,-1%,24%,4%,16%,
O=S(=O)(c1ccccc1)N1CCN(Cc2cc3c(cc2Br)OCCO3)CC1,.,.,.,5.9%,-0.2%[50 µM],4%,.,.,0%,
COCCCNC(=O)CCCCCNS(=O)(=O)c1ccc(Br)cc1,1.1%,2%,-8%,0.5%,0.2%,2%,5%,-6%,2%,
O=Cc1c[nH]c2ccc(OCc3ccccc3)cc12,.,.,.,1.8%,0.5%[50 µM],6%,.,.,5%,
O=C(NCCN1CCNCC1)c1ccccn1,-1.5%,0%,-4%,-0.1%,0.2%,-5%,6%,8%,2%,
COc1ccccc1CN(C)C(=O)CN1CCN(S(=O)(=O)c2ccc3c(c2)OCCCO3)CC1,.,.,.,1.6%,0.7%[50 µM],-7%,.,.,8%,
Cc1ccc(-n2nnc(-c3cc4ccccc4n3C)n2)cc1,-0.5%,-7%,-7%,0.1%,1.0%,-1%,1%,-7%,9%,
COCCN(C(=O)CSc1nn(-c2ccc(F)cc2)c(=S)s1)c1c(N)n(CC(C)C)c(=O)[nH]c1=O,.,-6%,.,-2.3%,-1.5%,-1%,17%,.,3%,
CC1=C(C)NC(=S)SC1,8.5%,-19%,3%,0.7%,0.5%,-4%,4%,-17%,13%,
COCCn1c(SC2CCOC2=O)nc2ccccc2c1=O (centres undefined),-1.9%,7%,14%,0.4%,0.1%,1%,7%,-18%,5%,
O=[N+]([O-])c1cccc(N/N=C/c2cccc(O)c2O)c1,15%,-3%,-9%,0.4%,1.4%,-2%,12%,25%,23%,
Cc1sc(NC(=S)NC(=O)c2ccccc2)c(C#N)c1C,.,.,.,1.1%,0.2%,0%,.,.,8%,
CCN(CC)S(=O)(=O)c1ccc(C(=O)Nc2ccc(OCC(=O)N3CCOCC3)cc2)cc1,0.8%,-13%,2%,0.9%,0.2%,-5%,0%,4%,10%,
O=C(c1ccc(Br)cc1)N1CCC(C(=O)N2CCN(c3ccccc3)CC2)CC1,-1.3%,-2%,17%,1.8%,1.5%[50 µM],-6%,2%,0%,9%,

# (list continues)
SMILES,HIV peptide binding,Salmonella PhoP GFP,GPR55 antagonists,RSV antiviral HEp-2,K1F lysis inhibition,Dengue-2 NS5 capping,SV40 large T antigen,GPR35 antagonists,Rac1 GTP hydrolysis,others
CCN(CC(=O)Nc1ccccc1C(F)(F)F)C(=O)Cc1cccs1,.,.,.,1.7%,0.4%[50 µM],-7%,.,.,6%,
CCOC(=O)c1c(CN(C)C)n(-c2ccccc2)c2cc(Br)c(OC)cc12,1.6%,-4%,-15%,-0.7%,0.7%,2%,15%,-4%,7%,
Cc1cc2c(cc1C)CSC(c1ccc3ccccc3c1O)SC2,3.9%,-1%,10%,7.6%,1.2%,-5%,12%,1%,7%,
CCCCC(CC)CN=C(N)NC(N)=NCCCCCCN=C(N)NC(N)=NCC(CC)CCCC (centres undefined),.,7.1µM*,.,-3.7%,-21%,1%,29µM*,.,?,
O=C(Nc1ccccc1N1CCOCC1)c1cccc(S(=O)(=O)Nc2ccccc2F)c1,.,.,.,2.1%,0.2%[50 µM],-5%,.,.,5%,
CC1=CC(C)(C)NC(=S)N1c1ccc(C)cc1C,2.5%,-8%,-4%,16%,0.4%,-2%,4%,2%,11%,
COc1ccccc1OCC(=O)Nn1c(=S)[nH]c2ncccc2c1=O,2.4%,-15%,0%,1.9%,-0.6%,-2%,1%,4%,3%,
O=C(CSc1nnc(-c2ccccc2O)n1-c1ccccc1)Nc1cccc(C(=O)O)c1,11%,1%,-11%,0.0%,-0.5%,-4%,8%,-4%,4%,
CCCCCCCCCCSc1n[nH]c(N)n1,-3.1%,21%,9%,15%,-0.6%,-2%,-13%,-10%,4%,
O=C(Nc1ccccc1N1CCOCC1)c1cccnc1Cl,0.5%,-11%,3%,0.4%,0.9%,-4%,-1%,-4%,12%,

# Source: PubChem BioAssay (several laboratories)
